Mtb FBA inh – Mtb FBA enzyme inhibitors, primary screen, biochemical, fluorescence, strain H37Rv. Fructose-bisphosphate aldolase (Mycobacterium tuberculosis (strain ATCC 25618 / H37Rv)), …. purified M. tuberculosis FBA, fluorescence read-out. inhibition, % at 1 µM. 360,000 compounds, 2.3% hits; in the data active = inhibition above about 27%;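 also: 0% = vehicle and 100% = reference inhibitor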
Target sequence (P9WQA3 whole entry, looked up): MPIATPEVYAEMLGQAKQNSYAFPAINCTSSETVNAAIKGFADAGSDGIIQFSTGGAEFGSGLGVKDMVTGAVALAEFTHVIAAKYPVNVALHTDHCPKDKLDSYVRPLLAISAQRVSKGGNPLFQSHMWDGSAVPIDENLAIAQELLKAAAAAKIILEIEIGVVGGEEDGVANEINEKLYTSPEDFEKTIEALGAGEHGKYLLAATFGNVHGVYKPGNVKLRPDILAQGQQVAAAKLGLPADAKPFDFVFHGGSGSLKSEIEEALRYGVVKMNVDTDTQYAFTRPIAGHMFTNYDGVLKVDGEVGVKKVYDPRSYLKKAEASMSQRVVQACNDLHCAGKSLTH
Rv3671c protease – Rv3671c serine protease inhibitors, primary screen, biochemical, fluorescence polarization, M. tuberculosis H37Rv | inhibition, % at 5.96 µM | 320,000 compounds, 0.048% hits | P9WHR9; in the data active = inhibition above about 38%;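 also: extracellular domain of Rv3671c used as enzyme; 0% = enzyme with DMSO and 100% = no enzyme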
GDH-TPI inh – GDH-TPI coupling enzyme inhibitors, primary screen, artefact control for M. tuberculosis FBA inhibitor project, biochemical, absorbance, full deck | GDH-TPI coupled enzyme counterscreen, NADH absorbance | inhibition, % at 4.8 µM | 360,000 compounds, 1.2% hits | AID 588335, 2011; in the data active = inhibition above about 30%;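 also: 0% = DMSO wells and 100% = wells lacking the enzyme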
Vc quorum ag – inducers of Vibrio cholerae quorum light production without autoinducers, primary screen, BH1578 luxS cqsA deficient, single point. 350,000 compounds, 0.16% hits. AID 588436, 2011. activation, % at 18.7 µM. V. cholerae BH1578 lux reporter, luminescence, 6 h; in the data active = activation mostly above about 9.7%, no sharp cut-off; also: not every result past the cut was called active; inactives centre near 0; reference of the scale not given here
Mtb UGM inh – M. tuberculosis UGM enzyme inhibitors, primary screen, biochemical, fluorescence polarization, single point. UDP-galactopyranose mutase (Mycobacterium tuberculosis (strain ATCC 25618 / H37Rv)), …. purified UGM, fluorescence polarization probe displacement. inhibition, % at 10 µM. 320,000 compounds, 0.06% hits. AID 504406, 2011; in the data active = inhibition above about 10%, passing the limit was not always enough
Target sequence (P9WIQ1 whole entry, looked up): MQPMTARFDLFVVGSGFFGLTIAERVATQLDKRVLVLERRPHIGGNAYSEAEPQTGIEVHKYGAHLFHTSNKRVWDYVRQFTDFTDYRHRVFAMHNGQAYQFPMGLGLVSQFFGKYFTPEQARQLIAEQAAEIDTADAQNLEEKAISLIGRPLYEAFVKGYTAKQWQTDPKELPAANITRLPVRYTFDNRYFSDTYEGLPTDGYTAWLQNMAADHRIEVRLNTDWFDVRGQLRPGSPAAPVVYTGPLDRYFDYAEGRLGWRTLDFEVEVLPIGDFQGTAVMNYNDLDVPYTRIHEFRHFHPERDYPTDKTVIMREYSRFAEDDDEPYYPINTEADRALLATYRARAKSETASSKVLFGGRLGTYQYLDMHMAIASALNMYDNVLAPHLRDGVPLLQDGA
3CLpro inhibitor – SARS-CoV 3CLpro protease inhibitors, primary screen, biochemical, quenched FRET. inhibition, % at 6 µM. recombinant SARS-CoV 3CLpro, quenched FRET peptide cleavage. Replicase polyprotein 1ab (Severe acute respiratory syndrome coronavirus), P0C6X7. 290,000 compounds, 0.14% hits; in the data active = inhibition above about 12%
DUSP3 inh – VHR1 phosphatase inhibitors, primary screen, biochemical, absorbance, uHTS; inhibition, % at 13.3 µM; 290,000 compounds, 0.52% hits; recombinant VHR phosphatase, pNPP absorbance; AID 1654, 2009; in the data active = inhibition above about 50%; also: some compounds called inactive have numbers as strong as hits
Target sequence (P51452 whole entry, looked up): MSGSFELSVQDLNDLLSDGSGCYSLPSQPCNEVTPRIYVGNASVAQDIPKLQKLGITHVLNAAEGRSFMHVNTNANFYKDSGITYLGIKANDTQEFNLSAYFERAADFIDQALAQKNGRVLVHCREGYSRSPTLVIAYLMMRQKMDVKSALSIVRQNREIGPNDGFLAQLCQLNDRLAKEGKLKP
SSB-PriA inh – inhibitors of Klebsiella pneumoniae PriA binding to SSB C-terminal tail, primary screen, biochemical, AlphaScreen | PriA–SSB C-terminal tail interaction (Klebsiella pneumoniae) | AlphaScreen SSBct-PriA binding, biotinylated peptide | inhibition, % at 33 µM | 430,000 compounds, 0.6% hits | AID 1272365, 2023; in the data active = inhibition mostly above about 37%, no sharp cut-off; inactive = mostly below about 20%;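 also: plate controls were negative control peptide for no effect and reference peptide for full effect; strong numbers were not always called active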
MazF activator – activators of E. coli MazEF toxin-antitoxin RNase, primary screen, biochemical, fluorescence, uHTS | activation, % at 20 µM | 350,000 compounds, 0.32% hits | AID 504720, 2011 | Endoribonuclease toxin MazF (Escherichia coli (strain K12)), P0AE70 | FAM/BHQ RNA-DNA oligo cleavage fluorescence, 5 h; in the data active = activation above about 50%
Target sequence (P0AE70 whole entry, looked up): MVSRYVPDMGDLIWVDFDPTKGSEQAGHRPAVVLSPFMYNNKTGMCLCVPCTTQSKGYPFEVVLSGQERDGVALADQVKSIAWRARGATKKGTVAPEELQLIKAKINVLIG
Mtb BioA inh – M. tuberculosis BioA enzyme inhibitors, primary screen, biochemical, plate reader, single point, HTS; 7,8-diaminopelargonic acid synthase BioA (Mycobacterium tuberculosis); purified M. tuberculosis BioA enzyme; inhibition, % at 9.99 µM; 360,000 compounds, 0.096% hits; in the data active = inhibition above about 40%
An asterisk follows results filed as active; i = inactive; x = not tested or not shown; + = active, no number; & = joins results of further samples.

SMILES	Mtb FBA inh	Rv3671c protease	GDH-TPI inh	Vc quorum ag	Mtb UGM inh	3CLpro inhibitor	DUSP3 inh	SSB-PriA inh	MazF activator	Mtb BioA inh
Cc1ccccc1CN1N=C(/C=C/c2ccccc2)CCC1=O	6	-6	10	i	-0.6	4	8	-8	-27	-1.7
COC(=O)CSc1nc2ccc(NC(=O)c3ccccc3C(=O)N3CCOCC3)cc2s1	0	-4	2	1.4	3.5	-5	-25	5	0	-0.2
Cc1ccc(C)c(N2CCN(C(=O)C3CCCN(S(=O)(=O)c4c(C)[nH]c(=O)[nH]c4=O)C3)CC2)c1 (configuration not stated)	-3	0	2	i	-3.2	3	6	1	-7	-1.4
C=CCSc1nc(-c2ccc(OC)cc2)c(C#N)c(=O)n1CC=C	1	x	20	1.5	x	4	18	-4	-17	x
COc1ccc(N(CC(=O)N/N=C/c2cccc(OC)c2OC)S(=O)(=O)c2ccccc2)cc1	16	-1	5	-0.5	-0.4	10	10	x	-2	-0.9
COc1ccc(OC)c(C2C(C(=O)c3sc(C)nc3C)=C(O)C(=O)N2CCN2CCOCC2)c1 (configuration not stated)	0	3	10	1.1	-1.1	-4	22	-9	11	2.4
CCCCOc1ccc(C(=O)NCc2ccco2)cc1	2	-5	15	i	2.3	-6	-5	13&-7	1	1.6
O=C(Cc1cccc2ccccc12)N/N=C1\CCCc2ccccc21	-2	3	-7	3.4	0.8	2	37	x	6	2.5
CC1CN(C(=O)c2cc(Br)c(Br)s2)CC(C)O1 (configuration not stated)	0	-6	1	2.7	0.7	x	x	-3	3	x
COc1ccc(C2/C=C\CN(S(=O)(=O)c3ccc(C)cc3)CC(=O)N2Cc2ccc(F)cc2)cc1 (configuration not stated)	0	-11	9	0.4	-1.9	x	19	-8	1	-1.2
O=C(c1ccc(Cl)cc1)C1CCCN(Cc2ccc3ncccc3c2)C1 (configuration not stated)	-1	-10	-7	0.1	3.5	-1	10	12	-5	x
CSc1nc2ccc(NC(=O)C3=NNC(=O)CC3)cc2s1	-3	1	14	-1.1	-5.1	0	-18	-12	4	x

Overlap with the part before: 3 entries; new compounds follow.
SMILES	Mtb FBA inh	Rv3671c protease	GDH-TPI inh	Vc quorum ag	Mtb UGM inh	3CLpro inhibitor	DUSP3 inh	SSB-PriA inh	MazF activator	Mtb BioA inh
COc1ccc(C2/C=C\CN(S(=O)(=O)c3ccc(C)cc3)CC(=O)N2Cc2ccc(F)cc2)cc1 (configuration not stated)	0	-11	9	0.4	-1.9	x	19	-8	1	-1.2
O=C(c1ccc(Cl)cc1)C1CCCN(Cc2ccc3ncccc3c2)C1 (configuration not stated)	-1	-10	-7	0.1	3.5	-1	10	12	-5	x
CSc1nc2ccc(NC(=O)C3=NNC(=O)CC3)cc2s1	-3	1	14	-1.1	-5.1	0	-18	-12	4	x
CCCn1c(SCC(=O)Nc2nonc2C)nnc1-c1ccoc1C	+	0	-1	-0.4	0.0	-7	7	-4	0	0.1
c1ccc(CNc2ccc3c(c2)ncn3C2CCCCC2)nc1	0	3	4	1.7	-1.4	-7	16	35	4	8.1
CCC(C)c1ccc(NC(=O)COc2c(F)c(F)c(C(F)(F)F)c(F)c2F)cc1 (configuration not stated)	3	-10	-10	i	-1.5	0	27	-16	-5	x
COC(=O)c1cc(S(=O)(=O)N2CCN(c3ccc(C(C)=O)cc3)CC2)c[nH]1	-1	-6	26	i	-0.1	3	8	-10	-10	x
NC(=S)Nc1ccc2cc[nH]c2c1	0	-1	-1	-0.3	0.9	-2	-1	6	6	x
Cc1cc(Br)cc2c1NC(=O)C2(c1c(C)n(C)n(-c2ccccc2)c1=O)c1c(C)n(C)n(-c2ccccc2)c1=O	-1	9	13	-3.8	-0.7	-2	32	-5	5	1.0
CCN(CC)CCOC(=O)/C=C/c1ccccc1OC	5	-9	2	i	-1.9	-1	-10	-5	1	-0.7
c1ccc(CSc2nnc(-c3cccs3)n2Cc2ccco2)cc1	1	5	-12	2.0	0.1	3	9	11	8	12
CCCc1cc(C(=O)NNC(=S)NCC)c2ccccc2n1	0	4	16	-0.7	2.0	-2	-2	-17	9	0.8
O=C(c1ccsc1)N1CCCC(N2CCN(c3cccc(Cl)c3)CC2)C1 (configuration not stated)	2	4	-2	0.5	-2.0	3	1	3	3	16
Cc1cc(OCC(=O)Nc2ccc(CN3CCOCC3)cc2)c2c(C)cc(=O)oc2c1	77*	-5	-2	-0.7	0.3	3	6	0	6	-0.2
CC(C)(C)NC(=O)NC(=O)COC(=O)Cn1c(C(F)(F)F)nc2ccccc21	-8	-3	15	i	2.0	-2	-15	-21	10	2.4
CC1(C)S/C(=N/N=C/c2ccco2)NC1=O	-1	9	55*	-0.8	-0.8	0	13	x	-12	-0.7
CC(=O)N(Cc1ccc(Br)cc1)c1ccccc1C(=O)O	-1	11	0	-1.0	-1.5	6	1	-10	-3	-2.5
O=C(NC1CCCC1)C(c1ccc(F)cc1)N(Cc1ccc(F)cc1)C(=O)CCl (configuration not stated)	0	-8	10	-0.2	2.3	-1	-22	-23	4	0.3
COc1ccc(-c2noc(CN(C)C(=O)CCCN3C(=O)[C@H]4CC=CC[C@H]4C3=O)n2)cc1	-2	x	7	-0.3	x	x	x	x	-3	0.1
Cc1c(O)ccc2c(CN3CCOCC3)cc(=O)oc12	71*	1	3	-4.6	0.5	-1	17	-2	7	-0.8
COCCNC(=O)c1c[nH]c2cc(OC)c(OC)cc2c1=O	2	-1	3	-0.6	-1.2	1	34	-2	-8	-0.5
O=C1NC(c2cccs2)C(C(=O)c2ccccc2)C(O)(C(F)(F)F)N1 (configuration not stated)	2	-4	5	0.0	-0.3	-2	22	-10	3	-2.3
CC(C)(C)c1ccc(S(=O)(=O)NNC(=O)C2CCN(Cc3cccc(F)c3)CC2)cc1	1	-3	0	-0.4	1.7	0	11	-6	2	x
COC(=O)C1=NN(c2ccc(Cl)cc2)C2C(=O)N(c3ccccc3OC)C(=O)C12 (configuration not stated)	10	0	13	-0.1	0.5	-2	-4	-13	-1	x
CCOC(=O)CCCCNC(=O)Nc1ccccc1	-2	1	-4	-1.1	x	1	21	-7	0	0.9
O=S1(=O)CCS(=O)(=O)C1c1ccccc1	1	-2	1	-0.4	-0.9	x	x	-6	2	-1.5
CCCC(=O)N1CCC1(C)C(=O)Nc1ccc2nc(C)ccc2c1 (configuration not stated)	9	x	2	-0.7	x	x	x	x	x	-1.7
CN1CCN(CCCNc2c(C=O)c(=O)[nH]c3ccccc23)CC1	-1	x	1	0.3	-0.4	2	13	6	-2	-0.2
O=C(NCc1ccco1)C(c1ccncc1)N(C(=O)Cn1nnc2ccccc21)c1ccccc1F (configuration not stated)	1	-5	-5	1.0	3.4	5	13	-5	9	5.0
COC(=O)CN1C(=S)N(c2ccc(OC)cc2)C(=O)/C1=C/c1cccs1	0	6	19	-0.3	0.6	4	-4	-10	-4	x
O=C(CSc1ccc(-c2cccnc2)nn1)Nc1ccccc1C(F)(F)F	-1	-2	0	-0.4	5.1	2	26	3	-6	7.7
CCOc1ccc(NS(=O)(=O)c2ccc(NC(=S)NC(=O)C(C)C)cc2)cc1	1	-13	-7	i	0.4	-1	25	19	1	8.1
CC1(C)CC(NC(=O)c2cc([N+](=O)[O-])cc([N+](=O)[O-])c2)CC(C)(C)N1	-1	2	-4	i	1.7	6	23	0	-5	-0.4
CCOC(=O)CC1(NC(=O)c2cc(COc3c(F)cccc3F)on2)CCCCC1	1	6	1	-0.2	0.6	1	-2	-66	-6	-2.1
O=C(CCC(=O)N(CC(=O)NC1CCCCC1)Cc1ccccc1)Nc1ccccn1	-3	7	-8	i	-0.2	4	21	-22	-5	x
COc1cccc(C(O)c2ncc(-c3cccc4ccccc34)[nH]2)c1 (configuration not stated)	48*	x	-12	i	x	x	x	x	x	2.1
COC(=O)c1cc(-c2ccc(Cl)cc2)n(-c2ccc(S(N)(=O)=O)cc2)n1	-2	-11	3	-0.5	-1.7	6	43	-1	-3	x
COc1ccc(S(=O)(=O)NCC(=O)N(CC2CCCO2)C(C(=O)NC2CCCC2)C(C)C)cc1 (configuration not stated)	-1	4	-8	1.5	-0.3	-1	2	-2	4	-1.8
O=C(Nc1ccc2c(c1)OCO2)c1cncc(Br)c1	3	1	-8	4.2	-1.4	1	7	2	2	0.0
Cc1ccc(/C=C2/SC(=O)N(CC(=O)N3CCOCC3)C2=O)s1	-3	-3	12	-0.4	3.6	2	-16	-2	-8	-4.6
COc1ccc(-n2nc(C(=O)NCC(=O)NCc3ccc(F)cc3)c3ccccc3c2=O)c(OC)c1	0	x	-4	-0.2	x	1	8	-16	0	-2.2
CC(C)n1nc(C(=O)NNC(=O)c2ccncc2)c2ccccc2c1=O	4	-7	10	-1.8	2.4	x	x	-11	8	-0.7
CCOC(=O)C(C)c1n[nH]c(=O)c2ccccc12 (configuration not stated)	-2	4	-2	-0.3	0.5	0	-14	-4	4	-0.4
COc1ccccc1CNC(=O)CN1C(=O)NC(c2ccccc2)(c2ccc(C)c(C)c2)C1=O (configuration not stated)	3	x	-2	2.1	x	x	x	8	-15	-2.7
CC1CC1C(=O)OCC(=O)NCc1ccc(Cl)cc1 (configuration not stated)	-4	-3	6	0.1	-1.2	1	31	-6	6	1.1
C=CCn1c(O)c(C(CC)=Nc2ccccc2NC(C)=O)c(=O)[nH]c1=O	1	-2	-4	-0.3	-1.8	-4	6	-20	3	-3.5
CC(=O)Nc1ccc(Nc2nc(C)nc3c2nnn3Cc2ccccc2Cl)cc1	1	-5	12	0.2	-2.3	5	0	13	-40	-0.3
COc1ccc(C(=O)NCC(=O)OCC(=O)Nc2cc(OC)ccc2OC)cc1	2	-4	6	-0.3	1.5	-2	10	-13	4	-2.4
CCc1noc(C)c1C(=O)NNC(=O)c1cc(OC)c(OC)c(OC)c1	2	0	10	-7.1	-1.6	x	x	-8	-2	x
COc1ccc(Cc2nc3ccc(C(=O)NCCCSC)cc3o2)cc1OC	0	5	1	-0.2	3.7	-1	14	-11	7	-0.3
COc1ccc(CCNC(=O)CSc2ccc(NC(C)=O)cc2)cc1OC	-2	0	0	-0.2	-2.3	-6	-8	-9	12	8.7
COc1cccc(NC(=S)N2CCN(c3ccc([N+](=O)[O-])cc3)CC2)c1	-2	-12	0	i	-2.5	-1	8	-2	6	x
CCC(=O)Nc1nc(OC)cc(OC)n1	1	8	11	x	-5.3	3	7	-22	-4	0.2
COCc1ccc(CN2CCCC(C(=O)Nc3ccc(-c4cscn4)cc3)C2)o1 (configuration not stated)	-2	-1	-13	i	0.4	1	-7	-4	2	-0.5
Cc1ccccc1CCN(CC(=O)NC1CCCCC1)C(=O)c1csnn1	-2	0	-5	0.0	3.1	4	12	-7	5	-0.6
CC1CCN(S(=O)(=O)c2ccc(NC(=O)Cn3nnc(-c4ccccc4F)n3)cc2)CC1	0	-107	12	0.9	0.2	7	15	5	3	-0.4
CCn1nc(NC(=O)CC(C)C)c2cc3cccc(C)c3nc21	1	3	-6	-0.1	1.2	1	10	-11	3	2.2

Source: PubChem BioAssay

These rows are one share of the data. The share of hits here may be higher or lower than overall.
